PhoP inhibition: PhoP-dependent GFP reporter repression – Salmonella Typhimurium, primary screen (AID 1863) | inhibition, % at 50 µM, or IC50 in µM where a hit was titrated | actives 0.16% (n = 300,000) | S. Typhimurium PhoP-regulated promoter GFP reporter, 4 h; higher % means a stronger effect;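 active = inhibition over 29.93%, a cutoff 3 SD above the screen mean, later confirmed by dose response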;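 also: 0% = low Mg2+ inducing control and 100% = high Mg2+ repressing control; strong numbers were not always called active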
human PMI inhibitors: MPI inhibition at elevated mannose 6-phosphate – biochemical, fluorescence intensity, high mannose 6-phosphate, primary screen (AID 1220); recombinant PMI enzyme, coupled fluorescence intensity; higher % means a stronger effect; inhibition, % at 20 µM; hits with a dose series show IC50 in µM; actives 0.66% (n = 190,000)
PMI inhibitors: MPI enzyme activity inhibition – biochemical, fluorescence intensity, coupled assay, primary screen (AID 1209). purified PMI enzyme, coupled fluorescence intensity; higher % means a stronger effect. inhibition, % at 20 µM, or IC50 in µM where a hit was titrated. actives 0.42% (n = 190,000);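 also: plate controls were DMSO vehicle for no effect and wells lacking substrate for full effect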
Myeloid diff 2: promotes myeloid progenitor differentiation | ER-HoxA9 myeloid progenitors, lysozyme-GFP differentiation, flow cytometry | actives 1% (n = 360,000) | calls only at 10 µM | AID 624256;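 active = normalized GFP-positive differentiation at or above the plate's own cutoff, the solvent-only control mean plus 3 SD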;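 also: cells exposed to compound for four days before flow analysis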
TNAP activators: human TNAP enzyme activators, primary screen, biochemical, luminescent, no phosphate acceptor, uHTS (AID 1001); purified TNAP, luminescent activation assay, no phosphate acceptor; higher activation fold means a stronger effect; one-dose activation fold at 20 µM; EC50 in µM for titrated hits; actives 0.03% (n = 200,000); in the data active = activation fold from about 3, or a potency from the dose series; inactive = the rest, 99 in 100 with activation fold below about 1.6; also: many of its hits are not listed in these tables
Siah-1 displacement: Siah-1 peptide-binding antagonists, primary screen, biochemical, fluorescence polarization, rhodamine-plectin, uHTS (AID 1817) | Siah-1 / rhodamine-plectin peptide fluorescence polarization; higher % means a stronger effect | displacement, % at 20 µM, or IC50 in µM where a hit was titrated | actives 0.02% (n = 290,000);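 active = displacement of at least 50% at 20 µM, with a fluorescence ratio check between 0.3 and a set limit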;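 also: plate controls were Siah plus tracer with DMSO for no effect and tracer alone without Siah for full effect; strong numbers were not always called active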
XIAP antagonists: small molecules displacing peptide from XIAP – biochemical, IAP family, fluorescence polarization (AID 1018); XIAP BIR domain, fluorescence polarization peptide displacement; higher % means a stronger effect; displacement, % at 20 µM; hits with a dose series show IC50 in µM; actives 0.007% (n = 200,000); in the data active = displacement above about 50%; also: a part of the inactive calls stands beside numbers as strong as those of hits
WT yeast gro inh: growth inhibition of WT yeast, mitochondrial fusion screen | mitochondrial fusion phenotypic screen, WT strain | inhibition, % at 10 µM | actives 2.1% (n = 190,000) | AID 1362; in the data active = inhibition above about 58%; tested in S. cerevisiae
RSV antiviral HEp-2: inhibition of RSV-induced cytopathic effect – HEp-2 cells, primary 10 µM value included (AID 2391) | HEp-2 cells, RSV-induced CPE inhibition; higher % means a stronger effect | one-dose CPE inhibition, % at 10 µM; IC50 in µM for titrated hits | actives 0.13% (n = 310,000); in the data active = a potency from the dose series; also: strong numbers were not always called active
WT yeast gro inh mutant strain: second read-out of WT yeast gro inh, no call of its own (marks repeat the call); inhibition, %; mitochondrial fusion phenotypic screen, mutant strain inhibition
Myeloid diff 2 GFP+ MAC1+ %: recorded beside Myeloid diff 2, whose call it bears; GFP+ MAC1+ double positive, %; measured here: differentiation confirmed by MAC1 staining
Active calls of the source: *; i = inactive; nt = not tested or not shown. Rule as the data show it, unless noted: active = inhibition above about 50%; inactive = the rest.

1) Cc1ccc(-c2onc3ccc(C=O)cc23)cc1
2) CC(C)CN(C(=O)CSc1nnc2c(Cl)cc(C(F)(F)F)cn12)C1CCS(=O)(=O)C1 (stereo not given)
3) Brc1ccc(NC2=Nc3ccccc3CC2)cc1
4) Cc1cc(-c2nnc(SCC(=O)Nc3nc(-c4ccccc4)cs3)o2)no1
5) Fc1ccc(COc2cccc(-c3n[nH]c(=S)o3)c2)cc1
6) COc1ccc([N+](=O)[O-])cc1NCc1ccccc1
7) Cc1cn(CCC(=O)Nc2ccc(N3CCOCC3)cc2)c2ccccc12
8) COC(=O)C1=C(N)Oc2cc(C)oc(=O)c2C1c1cccnc1 (stereo not given)

Assay by compound,1,2,3,4,5,6,7,8
PhoP inhibition,-7%,-1%,31%,0%,2%,7%,-5%,-8%
human PMI inhibitors,-71%,15%,5%,nt,-19%,10%,nt,6%
PMI inhibitors,-40%,17%,12%,nt,-6%,20%,nt,4%
Myeloid diff 2,i,i,i,i,i,i,i,i
Myeloid diff 2 GFP+ MAC1+ %,1.5,1.9,0.4,0.5,0.2,0.2,0.4,0.4
TNAP activators,1,1.1,1.1,nt,1,1,nt,1.1
Siah-1 displacement,2%,-4%,-2%,17%,0%,-3%,-2%,7%
XIAP antagonists,-23%,-0.8%,-4.4%,nt,-2.7%,-2.7%,nt,-2.7%
WT yeast gro inh,-6,3,12,nt,-4,30,nt,28
WT yeast gro inh mutant strain,-1,-2,5,nt,-3,-8,nt,66
RSV antiviral HEp-2,4.8%,0.7%,18%,-1.0%,2.4%,1.1%,2.4%,1.7%

9) C=CCn1c(NC(=O)c2ccc(Br)o2)c(C(=O)OCC)sc1=S
10) O=C(Nc1ccc(CSc2ccccc2)cc1)c1ccc(CN2CCOCC2)cc1
11) Cc1nn(Cc2ccc(Cl)cc2)c(C)c1NC(=O)CSc1n[nH]c(C)c1[N+](=O)[O-]
12) COc1ccc(S(=O)(=O)N(C)CC(=O)NCc2cccnc2)cc1OC
13) Cc1ccc(OC(C)C(=O)Nc2ccc(C)c(S(=O)(=O)Nc3ccc(C)cc3C)c2)cc1 (stereo not given)
14) CSc1nc2ccccc2n1CC(=O)Nc1ccccc1
15) Cc1ccc(-n2nc(-c3ccco3)cc2C(=O)O)cc1
16) COC(=O)CC1C(=O)NCCN1C(=S)Nc1cccc(C)c1 (stereo not given)

Assay by compound,9,10,11,12,13,14,15,16
PhoP inhibition,14%,-5%,-2%,0%,1%,7%,-7%,7%
human PMI inhibitors,26%,-5%,6%,-5%,15%,9%,nt,-6%
PMI inhibitors,51%*,-5%,13%,8%,18%,7%,nt,-6%
Myeloid diff 2,i,i,i,i,i,i,i,i
Myeloid diff 2 GFP+ MAC1+ %,6.4,0.5,0.6,1.0,0.4,0.6,0.5,0.0
TNAP activators,1.2,1,0.9,1.1,1.1,1.1,nt,1.1
Siah-1 displacement,-6%,6%,-1%,5%,8%,-1%,4%,1%
XIAP antagonists,-5.9%,-10%,-7.2%,-6.1%,-2.4%,-14%,nt,-5.6%
WT yeast gro inh,-17,18,-2,4,43,6,nt,5
WT yeast gro inh mutant strain,-16,13,9,-6,3,24,nt,7
RSV antiviral HEp-2,-1.0%,0.6%,10%,1.4%,18%,2.2%,1.7%,0.4%

17) COCCn1c(=N)c(C(=O)NCCc2ccc(OC)cc2)cc2c(=O)n3cccc(C)c3nc21
18) O=C1CC(C(=O)N2CCCc3ccccc32)CN1c1ccc(F)cc1 (stereo not given)
19) O=C(Nc1ccc(Br)cc1)c1ccc2ncsc2c1
20) O=C(CCCc1ccccc1)Nc1ccnn1C1CCN(Cc2ccccc2F)CC1
21) COc1cccc(-c2csc(/C(C#N)=C/Nc3cc4oc5ccccc5c4cc3OC)n2)c1
22) COCCNC(=S)N/N=C(\C)c1ccc(OC(F)F)cc1
23) CCCSc1nc(N2CCOCC2)c2c(c1C#N)CCCC2
24) COC(=O)c1ccccc1NC(=O)N1CCN(c2ccc(F)cc2)CC1

Assay by compound,17,18,19,20,21,22,23,24
PhoP inhibition,0%,5%,5%,-8%,-21%,0%,3%,0%
human PMI inhibitors,-1%,nt,nt,nt,12%,nt,12%,8%
PMI inhibitors,-11%,nt,nt,nt,4%,nt,14%,13%
Myeloid diff 2,i,i,i,i,i,i,i,i
Myeloid diff 2 GFP+ MAC1+ %,0.9,0.5,0.4,0.3,0.3,0.7,0.6,0.5
TNAP activators,0.9,nt,nt,nt,1.1,nt,1,1.1
Siah-1 displacement,0%,1%,2%,6%,2%,-2%,6%,10%
XIAP antagonists,-8.7%,nt,nt,nt,-19%,nt,-6.4%,-1.7%
WT yeast gro inh,12,nt,nt,nt,0,nt,53,34
WT yeast gro inh mutant strain,2,nt,nt,nt,-3,nt,-3,26
RSV antiviral HEp-2,1.5%,0.1%,7.7%,1.3%,2.4%,40%,15%,3.3%

25) COCCCNC(=O)c1c(N)n(/N=C/c2cccnc2)c2nc3ccccc3nc12
26) COc1cc(-c2nnc(SC(C)C(=O)Nc3c(C)n(C)n(-c4ccccc4)c3=O)o2)cc(OC)c1OC (stereo not given)
27) COc1ccc(C(=O)N2CCN(c3ccc(NC(=O)Cc4ccccc4)cc3)CC2)cc1
28) Fc1ccc(F)c(C2=NNC(=Nc3ccccc3F)SC2)c1
29) Cc1ccc(S(=O)(=O)N2CCc3ccccc3C2)cc1
30) O=C(Nc1ccc(Cl)cc1)C1CC2CCCC(C1)C2=O (stereo not given)
31) Cn1cc(/C=C(\NC(=O)c2ccccc2Cl)C(=O)NCCCn2ccnc2)c2ccccc21
32) C=CCC1(NCc2ccco2)CCN(CC)CC1

Assay by compound,25,26,27,28,29,30,31,32
PhoP inhibition,5%,8%,3%,16%,7%,1%,5%,-3%
human PMI inhibitors,7%,-3%,nt,18%,nt,-6%,nt,-7%
PMI inhibitors,8%,1%,nt,22%,nt,-5%,nt,-3%
Myeloid diff 2,i,i,i,i,i,i,i,i
Myeloid diff 2 GFP+ MAC1+ %,0.1,9.8,0.8,0.3,0.7,2.0,3.8,0.3
TNAP activators,1.1,1.1,nt,1,nt,1.1,nt,1.1
Siah-1 displacement,-1%,1%,-5%,-9%,-3%,0%,2%,23%
XIAP antagonists,-1.0%,-2.2%,nt,-5.1%,nt,-3.3%,nt,-4.0%
WT yeast gro inh,7,-12,nt,63*,nt,8,nt,6
WT yeast gro inh mutant strain,-3,4,nt,27*,nt,-4,nt,3
RSV antiviral HEp-2,0.5%,-0.1%,3.0%,1.2%,0.6%,1.0%,0.3%,0.3%

The final 3 entries of the part before come first, to join the parts.
30) O=C(Nc1ccc(Cl)cc1)C1CC2CCCC(C1)C2=O (stereo not given)
31) Cn1cc(/C=C(\NC(=O)c2ccccc2Cl)C(=O)NCCCn2ccnc2)c2ccccc21
32) C=CCC1(NCc2ccco2)CCN(CC)CC1
33) c1ccc(-c2nc(-c3ccco3)cs2)nc1
34) N#CCSc1nnc(C2CCCCC2)n1Cc1ccccc1
35) O=C1CC(c2ccccc2)CC(O)=C1C=Nc1ccccc1 (stereo not given)
36) Cc1c(C(=O)NC(=S)Nc2ccccc2N2CCCC2)cccc1[N+](=O)[O-]
37) C/C(=N\O)c1cc(Cl)ccc1O
38) O=C1C2C3C=CC(CNS(=O)(=O)c4ccccc4)(O3)C2C(=O)N1c1ccc(Cl)cc1 (stereo not given)
39) Cc1ccc2cc(C#N)c(N3CCCN(C(=S)NCCCN(C)C)CC3)nc2c1
40) COc1ccc(N2CC(C(=O)N3CCN(c4ccccc4OC)CC3)CC2=O)cc1 (stereo not given)

Assay by compound,30,31,32,33,34,35,36,37,38,39,40
PhoP inhibition,1%,5%,-3%,-2%,3%,-10%,-12%,-6%,1%,-4%,3%
human PMI inhibitors,-6%,nt,-7%,0%,7%,-9%,12%,nt,-47%,nt,nt
PMI inhibitors,-5%,nt,-3%,-1%,-10%,-19%,25%,nt,-19%,nt,nt
Myeloid diff 2,i,i,i,i,i,i,i,i,i,i,i
Myeloid diff 2 GFP+ MAC1+ %,2.0,3.8,0.3,2.0,0.7,0.1,0.7,0.8,0.1,0.5,0.7
TNAP activators,1.1,nt,1.1,1.2,1.1,1.1,1.3,nt,0.9,nt,nt
Siah-1 displacement,0%,2%,23%,4%,-1%,4%,4%,19%,-1%,-2%,2%
XIAP antagonists,-3.3%,nt,-4.0%,0.5%,-3.7%,-6.3%,-3.2%,nt,-13%,nt,nt
WT yeast gro inh,8,nt,6,-5,19,-3,3,nt,-28,nt,nt
WT yeast gro inh mutant strain,-4,nt,3,-2,7,-3,-7,nt,-6,nt,nt
RSV antiviral HEp-2,1.0%,0.3%,0.3%,1.4%,-1.3%,-0.6%,9.9%,2.9%,0.7%,2.4%,0.6%

41) CCCOC(=O)c1ccc(NC(=O)c2cnccn2)cc1
42) COC(=O)CSc1nnc(CNC(=O)c2ccc(S(=O)(=O)N3CCCCC3)cc2)n1C
43) COc1ccccc1-c1cc(C(=O)NC(C)c2ccccc2)no1 (stereo not given)
44) Cc1ccc(NC(=O)c2ccco2)c(NC(=O)c2ccccc2C)c1
45) Cc1nc2cc(NC(=O)NCc3ccc4c(c3)OCO4)ccc2o1
46) COc1ccc(OC)c(S(=O)(=O)N/N=C\c2cn(CC(N)=O)c3ccccc23)c1
47) Cc1noc(C(=O)NCc2ccc(F)cc2)c1Cl
48) COc1ccc(CCNC2=CC(=O)CC(C)(C)C2)cc1
49) Cc1[nH]cnc1CSCCN
50) CCn1nc(C(=O)OC2CCOC2=O)c2ccccc2c1=O (stereo not given)

Assay by compound,41,42,43,44,45,46,47,48,49,50
PhoP inhibition,4%,-6%,-2%,-1%,-3%,-4%,10%,-10%,-6%,-7%
human PMI inhibitors,0%,3%,2%,nt,13%,nt,-7%,nt,-12%,13%
PMI inhibitors,2%,3%,0%,nt,10%,nt,-5%,nt,-15%,15%
Myeloid diff 2,i,i,i,i,i,i,i,i,i,i
Myeloid diff 2 GFP+ MAC1+ %,1.2,1.2,5.9,0.5,8.1,0.6,2.0,0.5,0.4,0.7
TNAP activators,1.1,1.1,1.1,nt,1.1,nt,1.2,nt,1,1.1
Siah-1 displacement,6%,4%,-3%,0%,5%,-1%,4%,2%,-2%,2%
XIAP antagonists,-2.2%,-4.4%,-6.1%,nt,-4.0%,nt,-3.2%,nt,-3.2%,-8.1%
WT yeast gro inh,8,14,15,nt,-24,nt,-2,nt,4,6
WT yeast gro inh mutant strain,12,16,-4,nt,-29,nt,-11,nt,9,11
RSV antiviral HEp-2,5.6%,3.9%,3.2%,0.7%,-0.2%,1.2%,1.5%,3.6%,1.1%,2.2%

Source: PubChem
